Source: PubChem (Sanford-Burnham Center for Chemical Genomics)
PTK2B oligo ant: antagonists of Pyk2 self-association, primary screen, Q293 cells, FERM NanoBiT luminescence, HTS. Protein-tyrosine kinase 2-beta (Homo sapiens), Q14289. hits give low values. z-score (the deposit names both 25 µM and 10 µM). actives 0.83% (n = 99,000). AID 1347419, 2020;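 active = Z-score of -3 or lower, scaled per plate to the spread of control and sample wells; inactive = z-score above -3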;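 also: negative z-score means lost luminescence so less FERM oligomerization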
Target sequence (Q14289 whole entry, looked up): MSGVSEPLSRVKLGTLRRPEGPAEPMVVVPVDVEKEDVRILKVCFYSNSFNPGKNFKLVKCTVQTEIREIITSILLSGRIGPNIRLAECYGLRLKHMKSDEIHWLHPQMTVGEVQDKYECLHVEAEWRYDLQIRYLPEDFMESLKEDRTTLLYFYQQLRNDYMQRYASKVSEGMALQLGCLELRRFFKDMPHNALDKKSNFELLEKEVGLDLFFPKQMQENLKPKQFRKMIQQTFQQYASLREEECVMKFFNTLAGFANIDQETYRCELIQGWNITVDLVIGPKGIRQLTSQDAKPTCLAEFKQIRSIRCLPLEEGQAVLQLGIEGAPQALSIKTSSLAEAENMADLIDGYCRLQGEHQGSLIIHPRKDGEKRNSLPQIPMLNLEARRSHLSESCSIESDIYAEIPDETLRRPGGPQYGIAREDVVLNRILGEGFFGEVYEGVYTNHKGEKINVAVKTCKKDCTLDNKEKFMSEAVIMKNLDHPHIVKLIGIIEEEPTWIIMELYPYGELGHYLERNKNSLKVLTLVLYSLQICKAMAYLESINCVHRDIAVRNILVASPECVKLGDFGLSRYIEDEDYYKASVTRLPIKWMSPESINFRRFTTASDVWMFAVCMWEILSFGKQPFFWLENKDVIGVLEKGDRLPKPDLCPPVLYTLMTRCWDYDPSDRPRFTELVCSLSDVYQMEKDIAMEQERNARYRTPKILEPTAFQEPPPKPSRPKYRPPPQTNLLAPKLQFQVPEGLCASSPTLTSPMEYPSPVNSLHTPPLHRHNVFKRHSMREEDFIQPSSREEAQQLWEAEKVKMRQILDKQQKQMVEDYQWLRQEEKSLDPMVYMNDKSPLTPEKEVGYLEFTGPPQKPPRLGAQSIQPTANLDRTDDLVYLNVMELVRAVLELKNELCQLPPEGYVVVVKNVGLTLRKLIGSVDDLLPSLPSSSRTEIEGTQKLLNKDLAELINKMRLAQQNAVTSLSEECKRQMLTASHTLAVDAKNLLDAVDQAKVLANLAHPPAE
Mac1 fbg inh: inhibitors of CD11b/CD18 adhesion to fibrinogen, primary screen, K562 cells, luminescence; Integrin beta-2 (Homo sapiens) + Integrin alpha-M (Homo sapiens), P05107+P11215; actives 0.54% (n = 93,000); ATPlite luminescence; Mn2+ added to activate the integrin; inhibition, % at 10 µM; AID 1497, 2009;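 active = primary inhibition of 50% or more at 10 µM, then 40% or more on retest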; also: some results filed as inactive read as strong as hits
CYP2C19 act: human CYP2C19 activators, primary screen, biochemical, luminescence | Cytochrome P450 2C19 (Homo sapiens), P33261 | recombinant CYP2C19, luciferin-H EGE luminescence; hits give high values; 0 = fully inhibited enzyme, 1 = untreated enzyme | activation factor at 5 µM | 96,000 tested, under 10 active;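 active = activation factor of at least 2 at 5 µM in the primary screen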;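 also: 0 = wells with 2.5 mM tranylcypromine and 1 = vehicle-only wells; values of inactives mirror those of a sister screen read the other way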
MT1-MMP txn act: MT1-MMP promoter reporter activation – cell-based, luciferase luminescence, primary screen; HT1080 MT1-MMP promoter luciferase reporter, overnight; hits give high values; activation factor at 10 µM; actives 0.16% (n = 86,000); AID 750, 2007;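 active = activation factor of at least 2 for MT1-MMP transcription at 10 µM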
CYP2C19 inhib: blockers of cytochrome P450 2C19 activity – biochemical, luminescence, ADME assay, primary screen; CYP2C19 Supersomes, luciferin-H EGE luminescence, 30 min; inhibition, % at 5 µM; actives 21% (n = 96,000); AID 778, 2007;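 active = CYP2C19 inhibition above a set limit at 5 µM in the primary screen, cut at about 50% in these data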;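 also: plate controls were negative control wells for no effect and 2.5 mM tranylcypromine positive control for full effect; values of inactives mirror those of a sister screen read the other way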
CYP2C9 activ: human CYP2C9 activators, primary screen, biochemical, luminescence; Cytochrome P450 2C9 (Homo sapiens), P11712; recombinant CYP2C9, luciferin-H conversion; hits give high values; factor 1 = untreated enzyme, 0 = blocked; activation factor at 5 µM; actives 1.4% (n = 96,000); AID 1024, 2008;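 active = activation factor of 2 or more for CYP2C9 at a 5 µM dose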;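 also: 0 = sulfaphenazole-blocked wells and 1 = vehicle-only wells; values of inactives mirror those of a sister screen read the other way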
CYP2C9 inhib: blockers of cytochrome P450 2C9 activity – biochemical, luminescence, ADME assay, primary screen. inhibition, % at 5 µM. actives 20% (n = 96,000). CYP2C9 Supersomes, luciferin-H conversion. P11712;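 active = blocking of liver enzyme CYP2C9 beyond about 50% at 5 µM, limit read from the data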; also: values of inactives mirror those of a sister screen read the other way
CD11b adhes enh: enhancers of CD11b/CD18 adhesion to fibrinogen, primary screen, K562 cells, luminescence; Integrin beta-2 (Homo sapiens) + Integrin alpha-M (Homo sapiens), P05107+P11215; ATPlite luminescence; activation, % at 10 µM; actives 0.07% (n = 93,000);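 active = 10 µM primary screen giving 50% or more activity, confirmed by 40% or more on retest at that dose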; also: strong numbers were not always called active; reference of the scale not given here
PLAP act: PLAP enzyme activators, biochemical, luminescence, HTS | purified PLAP enzyme, luminescent substrate read-out; hits give high values | Alkaline phosphatase, placental type (Homo sapiens), P05187 | activation fold at 20 µM | actives 1.2% (n = 96,000) | AID 696, 2007; in the data active = activation fold above about 2
Active calls of the source: *; · = not tested or not shown.

PTK2B oligo ant	Mac1 fbg inh	CYP2C19 act	MT1-MMP txn act	CYP2C19 inhib	CYP2C9 activ	CYP2C9 inhib	CD11b adhes enh	PLAP act	Compound
1.3	40	0.8	1	16	0.9	15	0	0.9	Cc1cc(N2CCN(Cc3ccccc3)CC2)n2nc(C)c(-c3ccccc3)c2n1
·	-3	0.5	1	47	0.3	66*	-1	1.6	COc1ccc(C2N(c3cccc(Cl)c3)C(=O)C3CCCN32)cc1 (centres undefined)
-0.79	-10	0.2	1.1	83*	0.1	92*	2	1.4	COC(=O)C1=C(N)Oc2cc(C)n(CCCn3ccnc3)c(=O)c2C1c1cccc(Cl)c1 (centres undefined)
·	-4	0.9	1.1	8	0.9	7	-1	0.9	Cn1c(C(=O)N2CCCC2)cc2c(=O)n(C)c3ccccc3c21
0.16	-4	0.9	1.1	11	1.1	-10	-1	0.8	O=C1Nc2c(c(=O)[nH]c(=O)n2-c2ccccc2)C(C(F)(F)F)(C(F)(F)F)N1
0.24	-4	0.7	1.1	27	1.6	-63	0	0.9	COc1cc(S(=O)(=O)Nc2ccccc2)ccc1NC=O
-0.61	-10	0.4	1.2	57*	0.2	83*	-5	0.9	CN(c1ncc(C(F)(F)F)cc1Cl)n1cc(C(N)=O)c2ccccc2c1=O
0.01	8	0.4	1.3	57*	0.3	70*	-5	1.4	Cc1c(Cl)ccc2c1NC(=O)C21NC(CCC(N)=O)[C@H]2C(=O)N(c3ccc(Cl)cc3)C(=O)[C@H]21 (some centres undefined)
0.92	-4	0.2	1	78*	0.3	68*	-2	1.7	Cc1c(Cl)cccc1NC(=O)CSc1nnc(CCNC(=O)OC(C)(C)C)o1
-1.1	3	1	1.1	-3	0.8	16	5	0.8	CCC(C)(C)C1CCc2c(sc(NC(=O)c3cccs3)c2C(N)=O)C1 (centres undefined)
·	-5	1	1.1	3	0.9	8	-2	1.4	CCN(CC)CCCNC(=O)Cn1ncc2c(=O)oc3ccc(C)cc3c21
-0.23	-2	1	·	1	1	4	6	0.8	Cc1ccc2nc(-c3ccc(NC(=S)NC(=O)CC(C)C)cc3)sc2c1
-0.31	·	0.9	·	12	0.4	65*	·	1.1	Clc1ccc(CO/N=C/c2c(-c3ccccc3)nc3n2CCS3)c(Cl)c1
·	1	0.2	1.2	82*	0.4	63*	3	1.3	O=C(CSc1nc2c(c(=O)n1-c1ccccc1)SCC2)N1CCN(c2ccccc2)CC1
-0.3	-4	0.7	1.1	29	0.8	24	-3	1	Cc1ccc(S(=O)(=O)N2CCN(C(=O)CSc3ncc(C(F)(F)F)cc3Cl)CC2)cc1
0.24	-3	0.8	1	19	0.9	14	-1	0.9	O=C(c1ccc(Cl)cc1)C1CCN(C(=O)N2CCOCC2)CC1
0.31	-10	0.9	1.1	10	1	4	-3	0.9	COc1ccc(OCCOCCN2CCOCC2)cc1
1.6	1	1.2	1.1	-20	1.2	-19	0	1	O=C(O)CCCC(=O)Nc1ccn(-c2ccccc2)n1
0.45	5	0.9	·	14	0.8	24	-2	0.8	Cc1ccc(Cn2c(SCC(C)C)nc3c2c(=O)[nH]c(=O)n3C)cc1
0.53	·	0.9	·	8	0.9	6	·	1.4	COc1ccc(OCC(=O)NNC(=O)c2cccs2)cc1
-0.07	-7	1.1	1.1	-7	1	-4	-8	1.6	CCOC(=O)c1c(C)[nH]c(C(=O)OCC(=O)N(C)C2CCS(=O)(=O)C2)c1C (centres undefined)
0.8	7	0.4	1.1	61*	0.6	42	-1	1.2	COCCn1c(N2CCN(c3ccc(OC)cc3)CC2)nc2c1c(=O)[nH]c(=O)n2C
1.4	-3	0.8	1.1	21	1	-2	-3	1.2	CC12CCC(C(=O)n3c1nc1ccccc13)C2(C)C (centres undefined)
0.06	-23	0.5	1.1	51*	0.2	76*	0	1	OC(Cn1cncn1)(c1ccccc1)c1ccccc1
0.81	-16	0.9	1	11	1	4	-3	0.9	Cc1nnc(N(C(=O)c2cnccn2)c2ccccc2)s1
0.58	-14	1.1	1	-6	1.1	-6	0	0.9	CNC(=O)CCC(=O)Nc1ccc(C(=O)OC)cc1
0.84	-65	0.9	·	10	0.9	8	137	1	O=C(Nc1ccc(NC(=O)c2ccc(S(=O)(=O)c3ccccc3)cc2)cc1)c1ccccc1
-0.6	15	0.1	·	90*	0.5	53*	-3	0.9	S=C(NCc1cccs1)Nc1ccc(Cl)cc1
-0.22	-5	1	1.4	3	1.4	-42	-2	0.8	O=C(COc1ccc2c(c1)CCC2)N1CCc2ccccc21
-0.18	-20	0.7	1.1	30	0.6	39	-1	0.8	CC(=O)c1cccc(NC(=O)C2CCCN(S(=O)(=O)c3ccccc3)C2)c1 (centres undefined)
0.11	·	0.6	1.1	36	0.8	16	·	1.1	COc1ccc(C(C)=O)c(OC(=O)c2ccco2)c1
-0.62	0	0.9	·	13	0.9	7	-3	1.6	CN(C)CCCn1c(SCC(=O)Nc2sc3c(c2C#N)CCCC3)nnc1-c1ccncc1
0.06	-1	0.9	1.1	6	0.9	8	3	1.4	COc1ccc(N(C(C)C(=O)NCc2ccco2)S(C)(=O)=O)cc1 (centres undefined)
0.23	31	0.9	1.1	12	0.9	5	0	1	CCc1ccc2[nH]c(=O)c(CN(Cc3ccccc3)Cc3nnnn3Cc3ccco3)cc2c1
·	10	0.9	·	7	0.9	10	-1	0.9	COC(=O)C1=C(NC(=O)c2cccs2)CCS1
-1.3	13	0.4	·	61*	0.3	72*	19	1	Cc1ccccc1NC(=S)NC(NC(=O)COc1ccccc1)C(Cl)(Cl)Cl (centres undefined)
-0.6	·	0.8	·	24	0.2	82*	·	0.8	C(=N\N1CCN(C2c3ccccc3-c3ccccc32)CC1)/c1cccs1
0	·	0.5	·	51*	0.7	32	·	0.9	Cc1ccc(Oc2ccccc2/C=C2\SC(=O)N(C)C2=O)cc1
-0.32	-4	0.2	1.1	80*	0.4	60*	-4	1.3	Cc1cc(NC(=O)NC2CCCN2S(=O)(=O)c2ccc(Cl)cc2)no1 (centres undefined)
-1	-6	0.3	1.1	65*	0.3	65*	-8	1.7	O=C(CCn1c(=O)[nH]c2ccsc2c1=O)N(CCc1ccccc1)Cc1ccccc1
0.79	-4	0.7	·	34	0.8	21	-2	1	O=C(CSCC(=O)OCC(=O)c1ccc(Br)cc1)Nc1cccc2ccccc12
1.8	0	0.6	1.2	41	0.2	76*	1	0.6	CCc1ccc(S(=O)(=O)NCc2csc(-c3ccccc3)n2)s1
0.26	-2	0.7	1.3	28	0.7	32	1	1.2	COC(=O)c1ccc(S(=O)(=O)N2C3CCC2CC(NC(=O)NC2CCCCC2)C3)cc1 (centres undefined)
1.7	8	1.1	1	-10	1.1	-9	-2	1.1	O=C(O)c1cc(-c2ccc(Cl)cc2)n[nH]1
1.9	15	0.8	1	16	0.8	20	-3	1.1	CCCCOc1ccc(NC(=O)c2cnc(C)cn2)cc1
-0.34	95*	1	·	1	0.4	60*	-11	1.4	CCc1ccc(/C=C/C(=O)C2C(=O)c3ccccc3C2=O)cc1
0.19	5	1	1.2	0	0.9	8	5	1.1	CCOCCCNC(=O)C1CCN(S(=O)(=O)N2CCCCC2)CC1
1.9	-1	0.8	1.1	18	1	5	4	1	CC(C)COC(=O)Nc1ccccc1C(=O)N1CCOCC1
0.03	10	0.6	·	42	0.8	21	-3	0.9	O=C(N/C=C/c1ccc(Cl)cc1)NCc1ccc(Cl)cc1
0.17	-4	1.2	1.1	-16	0.8	17	-2	1	COc1ccc(O)c(C(=O)c2cc(C#N)c(=O)n(-c3c(C)n(C)n(-c4ccccc4)c3=O)c2)c1
-0.01	-2	0.6	1.2	36	0.2	79*	0	1	CCOC(=O)N1CCC(NS(=O)(=O)c2cc(Br)cnc2N)CC1
-1.2	48	0.1	1	93*	1.5	-47	-4	1.1	O=S1(=O)c2cccc3cccc(c23)N1Cc1nnc(-c2ccccc2Br)o1
0.93	7	1	1.1	4	1	-3	-3	1	CC(C)Cn1cnc2sc3c(c2c1=N)CCCC3
·	4	0.8	·	20	0.8	22	0	1	CC(C)C(=O)NCCSc1c[nH]c2ccccc12
-0.25	7	0.6	1.4	42	2*	-102	3	1.2	CCOC(=O)C1CSC(CC(=O)Nc2ccc(Cl)cc2)C(=O)N1 (centres undefined)
-0.69	40	0.9	1.1	8	0.4	64*	-3	1.7	Cc1ccc(NC(=O)CC2C(=O)NC3CCCCC3N2C(=O)c2ccc(F)cc2)cc1C (centres undefined)
0.72	-12	0.8	1.1	25	0.7	29	4	1	CC(OCc1ccccc1)C(NC(=O)OC(C)(C)C)C(=O)NCC1CCCO1 (centres undefined)
1.1	-46	0.7	1.1	28	0.6	37	-3	0.9	O=C(Cn1nnc(-c2cccs2)n1)OC1CCCCC1
-0.81	-22	0.6	1	40	0.7	34	0	0.7	O=c1c2c(-c3ccccc3)csc2nc2n1CCC2
2.5	0	1	1	-3	1.8	-76	3	1.3	Cc1oc(-c2ccccc2F)nc1CN1CCC(C(=O)NCc2cccs2)CC1

Entries listed so far that contain a furan ring, fused or not:
PTK2B oligo ant	Mac1 fbg inh	CYP2C19 act	MT1-MMP txn act	CYP2C19 inhib	CYP2C9 activ	CYP2C9 inhib	CD11b adhes enh	PLAP act	Compound
0.11	·	0.6	1.1	36	0.8	16	·	1.1	COc1ccc(C(C)=O)c(OC(=O)c2ccco2)c1
0.06	-1	0.9	1.1	6	0.9	8	3	1.4	COc1ccc(N(C(C)C(=O)NCc2ccco2)S(C)(=O)=O)cc1 (centres undefined)
0.23	31	0.9	1.1	12	0.9	5	0	1	CCc1ccc2[nH]c(=O)c(CN(Cc3ccccc3)Cc3nnnn3Cc3ccco3)cc2c1

New compounds follow:
PTK2B oligo ant	Mac1 fbg inh	CYP2C19 act	MT1-MMP txn act	CYP2C19 inhib	CYP2C9 activ	CYP2C9 inhib	CD11b adhes enh	PLAP act	Compound
0.23	·	0.4	1.2	64*	0.4	57*	·	1.2	Cc1cc(OCC(F)(F)C(F)(F)C(F)(F)C(F)(F)C(F)(F)C(F)F)nc(N)n1
0.13	-5	1	1.3	0	1.2	-16	-7	1	COc1ccc(CC(=O)Nc2cccc(C(=O)O)c2C)cc1
0.62	·	1	1.3	1	1.1	-12	·	1.1	Cn1c(=O)cc(OCCCC(=O)Nc2ccccn2)c2ccccc21
-0.07	8	0.7	1.2	25	0.9	9	3	1	CC(C)c1ccc(-c2nn[nH]n2)cc1
-0.1	·	1	1.5	-5	1	4	·	1.1	C/C(=N\NC(=O)c1ccccn1)C12CC3CC(CC(C3)C1)C2
0.31	13	0.8	1	23	0.7	34	3	1.6	COc1ccccc1N(C(=O)CNS(=O)(=O)c1ccccc1)C(C(=O)NCc1ccco1)C(C)C (centres undefined)
-0.21	-9	1.1	1.3	-8	1	3	-1	0.9	CC(NC(=O)NCC1CCCO1)(C(F)(F)F)C(F)(F)F (centres undefined)
0.86	8	1	0	-2	0.6	41	2	1.6	Cc1ccc2c(c1)c(=O)c1c3n2CCN(C(=O)CCl)C3CC1 (centres undefined)
0.77	-3	1.2	1.1	-16	1.1	-12	1	1.1	CC1(C(=O)N(CC(=O)NC2CCCC2)C2CCCC2)CC(=O)N=C2C=CC=CN21 (centres undefined)
0.67	0	0.5	1.1	52*	0.9	12	-4	1	NC1(N)OC(CN2C(=O)c3ccccc3C2=O)CS1 (centres undefined)
